HIF-2a inh: HIF-2a reporter inhibitors, primary screen, luminescence, 786-0 RCC cells; 786-0 RCC cells HIF-2a reporter, luciferase luminescence, overnight; inhibition, % at 18.8 µM; 360,000 compounds, 0.72% hits;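 active = inhibition of the luminescence signal of 40% or more relative to plate controls, in a single-dose primary screen at 18.75 µM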
NR2E3 ag-1: inhibitors of NR2E3-RetCOR corepressor binding, primary screen, NR2E3 agonist project, biochemical, TR-FRET, GST-NR2E3, biotin-RetCOR. Photoreceptor-specific nuclear receptor (Homo sapiens), Q9Y5X4. 1536-well. inhibition of corepressor binding, % at 4.78 µM. 320,000 compounds, 0.12% hits. AID 2300, 2010;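 active = percent inhibition above the cutoff of mean plus 3 SD of all tested compounds, set per screening campaign, cut at about 20% in these data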;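 note: 0% = DMSO wells and 100% = biotin wells as full block of FRET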
Target sequence (Q9Y5X4 whole entry, looked up): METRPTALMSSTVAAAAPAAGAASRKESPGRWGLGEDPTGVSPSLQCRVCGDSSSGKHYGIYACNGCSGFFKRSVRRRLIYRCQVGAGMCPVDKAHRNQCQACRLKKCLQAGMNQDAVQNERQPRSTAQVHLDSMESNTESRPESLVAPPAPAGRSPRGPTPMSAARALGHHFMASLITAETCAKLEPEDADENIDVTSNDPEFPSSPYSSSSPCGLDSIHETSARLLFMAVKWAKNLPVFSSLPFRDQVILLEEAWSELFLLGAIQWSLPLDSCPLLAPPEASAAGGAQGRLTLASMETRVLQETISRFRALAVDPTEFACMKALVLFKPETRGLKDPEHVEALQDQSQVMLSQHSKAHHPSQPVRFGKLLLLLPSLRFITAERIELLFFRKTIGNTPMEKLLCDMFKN
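Material: NR2E3–RetCOR corepressor complex / Amount: 1.35 nM GST-NR2E3 / Medium: Tris pH 7.5 / Compound: single nominal compound dose of 4.8 µM / Incubation: 5 h at 4 °C / Technique: TR-FRET, Eu(K)-anti-GST donor, streptavidin-D2 acceptor, ex 340, em 617/671 nm / Read-out basis: percent loss of FRET ratio relative to control wells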
Shn3 3UTR inh: reduction of Shn3 3'UTR firefly luciferase signal, primary screen, Schnurri-3 inhibitor project, cell-based, Clone20 osteoblasts, set 2. Clone20 osteoblast Shn3 3'UTR firefly luciferase, 24 h. inhibition, % at 12.5 µM. 360,000 compounds, 0.52% hits. AID 588674, 2011;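 active = mean inhibition of at least 75% with every replicate also reaching 75%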;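 note: 0% = median of neutral control wells and 100% = pilot-screen positive control compound; some compounds past the cut are filed as inactive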
CF NFkB block: inhibitors of PAF-induced NF-kB signaling, primary screen, cell-based, GFP fluorescence, uHTS. KKLEB NF-kB-GFP reporter, GFP fluorescence overnight. inhibition, % at 5 µM. 360,000 compounds, 0.86% hits;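 active = at least 50% inhibition at 5 µM, scaled per plate between neutral and stimulator controls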;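 note: PAF is a Pseudomonas aeruginosa culture filtrate used as stimulus; plate controls were PAF-stimulated DMSO wells for no effect and unstimulated DMSO wells for full effect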
TRAIL sens C8: viability loss with TRAIL in NB7+C8 cells, primary screen, TRAIL sensitizer project, cell-based, ATPlite luminescence; inhibition (viability loss, TRAIL sensitization), % at 10 µM; 360,000 compounds, 1% hits; AID 624354, 2012;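 active = compounds causing at least 50% loss of cell viability in the single-dose screen, relative to plate controls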
TROY signal inh: inhibitors of TROY-driven NF-kB signaling, primary screen, Q293 LMP1-TROYcd cells, NF-kB luciferase, uHTS; AID 1347056, 2019; 360,000 compounds, 0.98% hits; Q293 LMP1-TROYcd NF-kB luciferase reporter, 4 h; inhibition, % at 10 µM;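 active = compounds whose plate-normalised and pattern-corrected inhibition of the luciferase reporter signal at the single screening dose is 50% or more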
MITF TRPM1 inh: inhibitors of MITF-dependent TRPM1 promoter reporter, primary screen, cell-based, SK-MEL-5, single point, luciferase; 330,000 compounds, 0.83% hits; AID 488899, 2010; SK-MEL-5 TRPM1 promoter luciferase, 24 h; inhibition, % at 12.5 µM;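 active = mean inhibition across replicates of 60% or more, whatever share of single replicates reaches that level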; note: values of inactives mirror those of a sister screen read the other way
Peg3 prom inh: Peg3 promoter-driven luciferase inhibitors, primary screen, cell-based, HeLa, luciferase luminescence; HeLa PEG-Prom luciferase reporter, overnight; inhibition, % at 20 µM; AID 588405, 2011; 360,000 compounds, 1.7% hits;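 active = inhibition of at least 50% at 20 µM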
KKLEB cytotox: cytotoxicity in KKLEB CF airway cells, primary screen, cytotoxicity control for CF NF-kB inhibitor project, cell-based, uHTS, fluorescence assay plates; KKLEB CF airway cells viability, ATPlite luminescence, overnight; stronger effect = lower value; cells stimulated with P. aeruginosa culture filtrate; activity change (cytotoxicity), % at 5 µM; 360,000 compounds, 0.36% hits;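 active = corrected activity change at or below -50% at 5 µM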
TWEAK Fn14 block: inhibitors of TWEAK-Fn14 signaling, primary screen, luciferase reporter cells, uHTS. TWEAK-stimulated Fn14 reporter cells, luciferase luminescence, 8 h. inhibition, % at 10 µM. 360,000 compounds, 2% hits. AID 1159606, 2016; in the data active = inhibition above about 50%
NR2E3 ag-2: NR2E3 agonists in two-hybrid cells, primary screen, cell-based, luminescence, CHO-S, Gal4-NCOR/VP16-NR2E3. Photoreceptor-specific nuclear receptor (Homo sapiens), Q9Y5X4. luciferase. inhibition of corepressor binding, % at 3.98 µM. 360,000 compounds, 0.35% hits. AID 602229, 2012;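 active = inhibition above the mean of all tested compounds plus 3 SD, cut at about 70% in these data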;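 note: 0% = DMSO with NR2E3 transfected cells and 100% = cells lacking NR2E3 construct; higher means lower luciferase signal from less NR2E3 corepressor binding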
* marks the source's active call; other numbers are inactive results; . = no result given. These rows are one share of the data; the hit share may differ from the screen's.

The first eleven compounds, to show the layout:
SMILES	HIF-2a inh	NR2E3 ag-1	Shn3 3UTR inh	CF NFkB block	TRAIL sens C8	TROY signal inh	MITF TRPM1 inh	Peg3 prom inh	KKLEB cytotox	TWEAK Fn14 block	NR2E3 ag-2
O=C(NCCc1nc(-c2ccccc2Cl)no1)c1ccccc1	-7	2	9	-12	-17	-10	0	-6	4	9	8
Cc1ccc(-c2nc(CS(=O)CC(=O)NC3CC3)c(C)o2)cc1 (stereo not drawn)	-8	4	-1	22	-28	16	-4	0	-12	-8	-20
Cc1cc(SCC(=O)Nc2ccc(O)cc2)n2nc(C)c(-c3ccccc3)c2n1	10	0	.	11	-5	6	7	24	-16	32	-16
Cc1ccc(N(C(C)C(=O)Nc2cccc(N(C)S(C)(=O)=O)c2)S(C)(=O)=O)cc1 (stereo not drawn)	13	-1	-3	-8	-10	0	3	9	-8	9	1
O=C(CCl)Nc1ccccc1Sc1ccc(Cl)cc1	34	-3	41	5	95*	-15	64*	106*	-9	88*	2
CCOC(=O)CCCSc1nnc(CCCCCN2C(=O)c3cccc4cccc(c34)C2=O)o1	7	-1	-17	-6	-2	38	-7	-5	2	15	-7
Cc1cc2c(C)nc(N/N=C/c3ccccc3)nc2o1	-200	-4	-27	-11	15	-60	-68	-156	16	-20	-23
O=C(N/N=C/C=C/c1ccccc1)c1n[nH]c2c1CCC2	-67	-5	2	16	14	-6	8	-144	-19	22	-21
CCCCc1ccc(-c2nn[nH]n2)nc1	-4	.	-10	-16	6	-6	.	-11	3	10	23
Cc1ccc2nc(SCC(=O)Nc3ccccc3F)nc(=O)n2c1	-20	4	-7	-33	-12	-26	-6	-7	9	-22	-16
COc1ccc(C(=O)NCc2nnc(SCC(=O)Nc3nc4ccc(C)cc4s3)o2)cc1OC	-23	-2	-19	-1	6	-10	7	-13	2	6	11

The whole of this part, from the first entry:
SMILES	HIF-2a inh	NR2E3 ag-1	Shn3 3UTR inh	CF NFkB block	TRAIL sens C8	TROY signal inh	MITF TRPM1 inh	Peg3 prom inh	KKLEB cytotox	TWEAK Fn14 block	NR2E3 ag-2
O=C(NCCc1nc(-c2ccccc2Cl)no1)c1ccccc1	-7	2	9	-12	-17	-10	0	-6	4	9	8
Cc1ccc(-c2nc(CS(=O)CC(=O)NC3CC3)c(C)o2)cc1 (stereo not drawn)	-8	4	-1	22	-28	16	-4	0	-12	-8	-20
Cc1cc(SCC(=O)Nc2ccc(O)cc2)n2nc(C)c(-c3ccccc3)c2n1	10	0	.	11	-5	6	7	24	-16	32	-16
Cc1ccc(N(C(C)C(=O)Nc2cccc(N(C)S(C)(=O)=O)c2)S(C)(=O)=O)cc1 (stereo not drawn)	13	-1	-3	-8	-10	0	3	9	-8	9	1
O=C(CCl)Nc1ccccc1Sc1ccc(Cl)cc1	34	-3	41	5	95*	-15	64*	106*	-9	88*	2
CCOC(=O)CCCSc1nnc(CCCCCN2C(=O)c3cccc4cccc(c34)C2=O)o1	7	-1	-17	-6	-2	38	-7	-5	2	15	-7
Cc1cc2c(C)nc(N/N=C/c3ccccc3)nc2o1	-200	-4	-27	-11	15	-60	-68	-156	16	-20	-23
O=C(N/N=C/C=C/c1ccccc1)c1n[nH]c2c1CCC2	-67	-5	2	16	14	-6	8	-144	-19	22	-21
CCCCc1ccc(-c2nn[nH]n2)nc1	-4	.	-10	-16	6	-6	.	-11	3	10	23
Cc1ccc2nc(SCC(=O)Nc3ccccc3F)nc(=O)n2c1	-20	4	-7	-33	-12	-26	-6	-7	9	-22	-16
COc1ccc(C(=O)NCc2nnc(SCC(=O)Nc3nc4ccc(C)cc4s3)o2)cc1OC	-23	-2	-19	-1	6	-10	7	-13	2	6	11
CC(=NCc1ccco1)c1c(O)n(C2CCCCC2)c(=O)[nH]c1=O	-8	2	1	4	7	-20	-13	2	8	-4	22
CC(C)(C)C1CCC(OC(=O)c2ccncc2)CC1 (stereo not drawn)	-21	1	16	3	-8	-33	6	-21	-3	-29	-13
COc1ccc(Cl)cc1N(CC(=O)Nc1ccccc1C(=O)N1CCOCC1)S(C)(=O)=O	11	-1	3	-2	-14	-7	9	16	-5	-7	-19
O=C(CNC(=O)C1CCCCC1)OCc1cc(=O)oc2ccc3ccccc3c12	0	0	1	-24	-9	-6	12	18	2	-39	-29
Cn1nc(C(=O)NCC2CCCO2)c2ccccc2c1=O (stereo not drawn)	-29	7	-6	-9	-9	-4	9	5	-26	-9	-13
CCOc1ccc(C(=O)NC2CCN(CC(=O)NCc3ccccc3)CC2)cc1	4	2	-12	-16	-3	-14	-2	-7	-4	-6	-24
CC(=O)Nc1cccc(-c2ccnc3c2CC(C)(C(=O)NCCC(F)(F)F)O3)c1 (stereo not drawn)	24	.	-5	6	12	8	.	17	-6	25	-35
CCOC(=O)C1=C(CC)Nc2ccccc2N=C1N	13	4	-7	-14	5	-2	2	7	1	4	3
O=C(COC(=O)CNC(=O)c1ccccc1F)Nc1cccnc1Cl	13	1	3	-12	16	-4	16	-4	13	-8	16
COc1ccc2sc(N(CCCN(C)C)C(=O)c3ccc(S(=O)(=O)N(C)Cc4ccccc4)cc3)nc2c1	-19	0	-12	14	19	-1	22	-10	-10	-9	9
Cc1c(N=C(N)/N=C(\N)Nc2ccccc2)c(=O)n(-c2ccccc2)n1C	-8	-1	15	-5	-3	-19	-2	6	4	14	-5
CN(C(=O)c1cccc(NC(=O)Cc2ccc(NC(=O)C3CCN(C(=O)c4ccccc4)CC3)cc2)c1)C1CCC1	6	.	-11	13	8	1	5	7	8	-17	-47
CC(=O)Nc1cccc(NC(=O)CSc2nnc(Cc3cccn3C)n2CCc2ccccc2)c1	-15	17	-4	-6	8	6	6	-6	-6	-7	-11
COc1cccc(CNCC(=O)N2C(C)CCCC2C)c1 (stereo not drawn)	-6	1	-3	10	-16	14	-8	6	-4	11	11
COc1ccc(-n2c(C)c(C(C)=O)c(C(C)=O)c2C)cc1OC	8	5	7	5	-17	-20	0	14	-3	-11	17
Nn1c(SCC(=O)Nc2cccc(S(N)(=O)=O)c2)nnc1C1CC1	8	1	-4	6	1	8	1	-3	9	8	15
COc1cc(CN2CC(=O)N(c3ccccc3Cl)C2=S)cc(OC)c1OC	21	-2	83	10	15	28	7	21	-6	24	-24
CNC(=O)c1[nH]cnc1C(=O)N[C@@H](CC(C)C)C(=O)OC(C)(C)C	8	4	17	-10	-3	-13	-4	0	4	15	-43
COc1ccc(OC)c(NC(=O)Nc2nnc([C@H]3C[C@H](O)[C@@H](CO)O3)s2)c1	22	.	-16	1	-10	3	.	-3	2	1	7
CC(=O)Nc1cccc(C(=O)N(CCc2ccccc2)Cc2ccccc2)c1	-52	.	4	-2	7	4	-2	-43	9	0	5
O=C(N[C@H]1C/C=C\C[C@@H](CC(=O)N(CCO)Cc2ccccc2)C(=O)NC[C@H](c2ccccc2)OC1=O)OCC1c2ccccc2-c2ccccc21	10	.	-6	-9	18	21	.	75*	-7	51*	5
COC(=O)c1ccc(C(=O)N(C)C2CCCN(Cc3ccccc3F)C2)nc1 (stereo not drawn)	22	1	-23	-12	-7	18	-6	4	-5	-2	16
Cc1ccc(-c2nc(CNC(=O)c3cc(C)on3)cs2)cc1	-36	5	16	13	6	6	-3	-12	-12	-5	10
CC(O)c1nc2ccccc2n1CCCCOc1ccccc1 (stereo not drawn)	6	-2	9	-9	-3	1	-6	6	-9	-14	-8
COc1ccccc1-c1cc2nc(NCc3cccc(Cl)c3)ccn2n1	-66	.	5	-45	-6	-6	.	-8	-4	17	-19
CC1=CC(C)C2(CO)COC(c3cccnc3)C1C2C (stereo not drawn)	17	1	12	5	1	10	-15	-7	-7	18	9
CCN1CCCC1CNC(=O)Cn1cccc1C(=O)c1ccccc1 (stereo not drawn)	15	2	-2	1	-7	13	11	11	-6	-10	0
CN(Cc1cc(=O)n2ccsc2n1)C1CCCCC1	20	1	1	3	-3	-11	21	-7	10	8	21
CCOc1ccc(CCNC(=O)/C=C/c2ccco2)cc1OCC	1	.	-21	-8	24	8	-21	15	0	-17	-1
Cc1cc(Cl)cc2c1NC(=O)[C@]21[C@@H]2C(=O)N(Cc3ccccc3)C(=O)[C@@H]2[C@@H]2CCCN21	15	0	2	-3	-14	-6	-6	26	19	10	10
O=C(CCCCCN1C(=O)c2ccccc2C1=O)NCc1ccco1	-7	1	11	4	-3	10	0	3	-2	-13	-16
CCCCOc1ccc(N2C(=O)CC(N(CCc3ccccc3)C(=O)/C=C/C(=O)O)C2=O)cc1 (stereo not drawn)	5	-3	2	0	8	1	-5	11	1	-2	5
COc1ccc(N(CC(=O)N2CC=C(c3ccccc3)CC2)S(=O)(=O)c2c(C)noc2C)cc1	-7	2	15	3	-8	8	.	20	-6	-2	-13
COc1cc(C2C3=C(CC(C)(C)CC3=O)Nc3c2c(=O)[nH]c(=O)n3Cc2ccccc2)ccc1O (stereo not drawn)	30	0	-8	-8	1	-5	13	17	-4	-4	-1
COc1ccc(NS(=O)(=O)c2c(C(=O)N3CCCCCC3)c(C)n(C)c2C)cc1OC	0	-1	-2	-6	2	-11	3	17	0	18	7
COc1ccc(C(=O)c2c(C(F)(F)F)oc3c2C(=O)c2ccccc2C3=O)cc1	27	0	97*	88*	98*	35	105*	99*	-83*	71*	93*
